High-throughput results (PubChem BioAssay)
aGal spleen mod – alpha-galactosidase A (human) modulation; P06280; human spleen homogenate, 4MU-alpha-Gal fluorescence, 40 min; Potency, µM (top dose mostly 80 µM), for inactives: top-dose activity change, negative = inhibition, most hits filed as inhibitors; 0.008% of 240,000 active; AID 2107;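 also: 0% = enzyme with vehicle and -100% = no enzyme basal signal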
Target sequence (P06280 32-429 limits assumed): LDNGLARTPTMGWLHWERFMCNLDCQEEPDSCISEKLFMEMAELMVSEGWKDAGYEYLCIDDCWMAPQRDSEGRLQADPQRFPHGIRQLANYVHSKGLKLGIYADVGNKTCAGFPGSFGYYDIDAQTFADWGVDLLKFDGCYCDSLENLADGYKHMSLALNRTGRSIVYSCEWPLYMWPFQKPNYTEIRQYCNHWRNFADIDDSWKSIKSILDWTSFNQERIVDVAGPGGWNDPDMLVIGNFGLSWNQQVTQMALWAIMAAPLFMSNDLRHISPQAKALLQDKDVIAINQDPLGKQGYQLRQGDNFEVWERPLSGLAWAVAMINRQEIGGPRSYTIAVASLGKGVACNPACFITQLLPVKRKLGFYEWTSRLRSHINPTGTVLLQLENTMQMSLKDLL
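qHTS titration in buffer at pH 5.0. Alpha-galactosidase activity in spleen homogenate was measured via 4-methylumbelliferone release from 1 mM fluorogenic substrate after 40 min at 37C and a pH 10 stop. AC50 came from Hill fits of control-normalized data.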
NPSR antagonist – blocks cAMP signaling of the human neuropeptide S receptor. Potency, µM (doses to about 38.3 µM), without a hit: top-dose activity change, negative = inhibition, hits mostly inhibitors. AID 1461. CHO-NPSR cells, cAMP TR-FRET, antagonist mode. Q6W5P4. 1% of 220,000 active; also: % is scaled to controls: 0 for no effect and ±100 for the full control effect; nearly all actives have a fitted effect of over 50% in size; many of its hits are not listed in these tables
Target sequence (Q6W5P4 whole entry, looked up): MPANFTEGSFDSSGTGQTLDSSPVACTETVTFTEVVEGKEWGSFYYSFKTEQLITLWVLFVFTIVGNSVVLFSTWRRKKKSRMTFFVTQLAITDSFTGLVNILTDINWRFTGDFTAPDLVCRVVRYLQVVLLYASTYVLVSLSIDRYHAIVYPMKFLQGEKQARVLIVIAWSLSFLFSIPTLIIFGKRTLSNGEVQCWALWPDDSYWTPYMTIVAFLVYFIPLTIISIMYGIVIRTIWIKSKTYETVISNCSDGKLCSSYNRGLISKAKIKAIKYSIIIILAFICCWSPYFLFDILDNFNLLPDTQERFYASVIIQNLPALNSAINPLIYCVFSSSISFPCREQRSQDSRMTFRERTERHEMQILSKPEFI
GAA glycogen mod – alters human alpha-glucosidase cleavage of glycogen; P10253; recombinant GAA, glycogen substrate, Amplex Red glucose oxidase fluorescence; Potency, µM (highest dose often 76.4 µM), inactives show top-dose activity change, negative = inhibition, hits mostly inhibitors; 0.38% of 300,000 active; AID 2100;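 also: 0% = full enzyme reaction and -100% = no-enzyme basal signal; the screen sought inhibitors and activators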
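qHTS, 1536-well; enzyme 4 nM final; cpd up to 77 uM; substrate bovine liver glycogen 30 ug; 50 mM citrate/phosphate pH 5.0, 0.01% Tween-20; 37 C, 40 min; Amplex Red detection 45 min RT; Hill fit → AC50.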
GAA inh – inhibitors of human lysosomal alpha-glucosidase; P10253; purified human GAA, 4-MU-alpha-glucoside fluorescence; Potency, µM (series often up to 76.9 µM), inactives show at the highest dose activity change, negative = inhibition, usual class: inhibitors; 0.005% of 200,000 active; AID 1466;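 also: plate controls were uninhibited enzyme wells for no effect and no-enzyme background for full effect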
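Human enzyme at 4 nM with 400 uM 4-methylumbelliferyl-alpha-D-pyranoside, citrate/phosphate buffer pH 5.0, 0.005% Tween-20, 20 min at room temperature. Compounds up to 77 uM. 4-MU fluorescence (Ex 365/Em 440) read after NaOH/glycine stop; AC50 from Hill fit.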
Epigenetic reg – regulators of epigenetic silencing causing reporter derepression in mouse cells | murine LDR cells, GFP reporter derepression, 30 h | AID 1865 | 0.2% of 280,000 active | Potency, µM (doses to about 53.9 µM), without a hit: top-dose GFP activation, hits mostly activators; also: % of control where 0% means no effect; nearly all actives have a fitted effect of over 60% in size
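Derepression of a silenced CMV-GFP reporter in murine LDR cells is scored by enumerating GFP-positive cells with a laser-scanning microplate cytometer after 30 hours of treatment at 37 C.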
ALDH1A1 block – ALDH1A1 (human) enzyme inhibition | 7.3% of 220,000 active | Potency, µM (series often up to 75.3 µM), for inactives: at the top dose activity, negative = inhibition, usual class: inhibitors | AID 1030 | Purified ALDH1A1, NADH fluorescence, propionaldehyde substrate; active = well fitted inhibition curve with a large enough effect, not every such curve was filed as active; inconclusive = small, poorly fitted or top-dose-only effect, or another doubt; inactive = no such curve, though single readings can be large or run the other way;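 also: plate controls were no enzyme wells and a reference inhibitor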
aGlu spleen mod – inhibitors or activators of human alpha-glucosidase in spleen homogenate; human spleen homogenate, 4-MU-alpha-glucoside fluorescence; Potency, µM (top dose mostly 79.9 µM), inactives show at the top dose activity change, negative = inhibition, hits mostly inhibitors; AID 2112; P10253; 0.006% of 240,000 active;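 also: 0% = enzyme with vehicle and -100% = no enzyme basal signal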
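Human spleen homogenate (1 ug) incubated with compounds and 1 mM 4-methylumbelliferyl-alpha-D-glucopyranoside in pH 5.0 citrate/phosphate buffer, 37 C, 40 min. Stopped at pH 10; 4-MU fluorescence (Ex 365/Em 440 nm); AC50 by Hill fit.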
Tau fluor counter – counter-screen for tau fibril formation inhibitors. 0.93% of 280,000 active. tau K18 P301L Alexa594 fluorescence, heparin fibrillization. Potency, µM (top dose mostly 57.7 µM), for inactives: top-dose activity change, negative = decrease. AID 1463; also: % is scaled to controls: 0 for no effect and ±100 for the full control effect; nearly all actives have a fitted effect of over 55% in size
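Human tau K18 P301L (15 uM unlabeled, 0.24 uM Alexa 594-labeled) in 100 mM sodium acetate pH 7 with 20 uM heparin, 6 hr at 37 C. ThT 30 uM added, 1 hr ambient; Alexa 594 FP and total fluorescence read at 555/632 nm.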
* = called active by the depositor; u = inconclusive; x = not tested or not shown; & = joins results of further samples; [ ] = remark or other dose. Unless noted, calls follow the shape of the dose curve; as a rule, active = well fitted curve in the direction sought with a large enough effect; inconclusive = small, poorly fitted or top-dose-only effect, or another doubt; inactive = no such curve, though single readings can be large; an effect the other way counts as inactive or inconclusive. Potency is read from the fitted curve at half-maximal effect.

molecule	aGal spleen mod	NPSR antagonist	GAA glycogen mod	GAA inh	Epigenetic reg	ALDH1A1 block	aGlu spleen mod	Tau fluor counter
COc1cc(/C=C2\SC(=O)N(CCNC(=O)c3sc4cc(F)ccc4c3Cl)C2=O)cc(OC)c1OC	2%	u	-13%	x	18µM*	14%	6%	-8%
CC(C)(C)c1ccc(C(=O)CC(Sc2ccc(Cl)cc2)C(=O)O)cc1 (stereo unspecified)	-2%	u	25%	-3%	u	2.5µM*	8%	1%
Cc1nc2ccc(C(=O)N3CCN(c4ccccn4)CC3)cc2s1	0%	-8%[46.1 µM]	3%	-6%	-1.1%	u	-5%	-4%
O=C(CSCC(=O)NCc1ccco1)NCc1ccco1	10%	-19%[46.1 µM]	-1%	5%	2.8%	u	2%	7%
Cn1nnnc1SCC(=O)N1c2ccccc2Sc2ccc(Cl)cc21	-1%	-8%[46.1 µM]	-6%	0%	6.5%	-12%	-5%	-25%
CCCn1c(SCc2nc3ccccc3s2)n[nH]c1=O	12%	-1%	-14%	-2%	-0.6%	u	7%	0%
CC(Sc1nnc2c(n1)C1CCC2(C)C1(C)C)C(=O)Nc1ccccc1 (stereo unspecified)	0%	-6%	-3%	-2%	-3.2%	-8%	-8%	-9%
CCCCN(C)CCCNC(=O)/C=C1\Sc2ccccc2NC1=O	5%	-39%	1%	-7%	1.3%	5%	1%	-10%
COc1ccc(NC(=O)CSc2nnc(N)s2)cc1	2%	1%[46.1 µM]	8%	9%	-0.9%&-2.1%	u	-1%	-4%&-18%
COc1cc(C2NC(=S)NC(c3ccccc3)=C2C(C)=O)cc(Br)c1OCC(N)=O (stereo unspecified)	-4%	-24%	-12%	u	-1.4%	14µM*	20%	-6%
Cc1cc(C)c2nc(C)cc(Nc3ccc(C(=O)N4CCOCC4)cc3)c2c1	1%	12%	4%	x	0.0%	x	4%	-6%
COc1ccc(NC(=O)NC23CC4CC(CC(C4)C2)C3)cc1OC	1%	-23%[46.1 µM]	-11%	-5%	-0.9%	-1%	-4%	-16%
COc1ccc(NC(=S)N(CCN2CCOCC2)C2CCN(C(C)=O)CC2)cc1Cl	4%	14%	0%	3%	0.0%	u	4%	-12%
O=C(CSc1ccccc1)Nc1ccc(S(=O)(=O)Nc2ncccn2)cc1	0%	-4%	1%	0%	0.0%	11%	x	0%
CN(C(=O)c1ccc2c(c1)OCO2)C1(C(=O)NC2CCCCC2)CCCCC1	4%	9%[46.1 µM]	3%	2%	-1.1%	u	0%	-4%
Cc1nc(SCC(=O)Nc2cc(Cl)ccc2[N+](=O)[O-])nc(C)c1C	7%	-10%	-2%	4%	-3.2%	16%	5%	-28%
CCC(=O)N1Cc2ccccc2-c2ccccc2C1=O	1%	-20%[46.1 µM]	2%	-2%	-1.0%	-1%	-4%	-6%
CSc1nc(-c2ccco2)nn1C(=O)c1ccc(C)cc1	-8%	22%	9%	-4%	-1.0%	-7%	-8%	1%
O=C(CSC(=S)N1CCSCC1)c1ccc(Cl)cc1	-5%	-30%	-3%	-15%	-3.6%	u	x	-17%
CSc1nnc(-c2ccccc2N=Cc2c(C)[nH]n(-c3ccc4ccccc4c3)c2=O)c(=O)[nH]1	-9%	-16%[46.1 µM]	3%	-3%	0.0%	u	-11%	-14%
O=C(c1ccc2c(=O)n3c(nc2c1)CCCCC3)N1CCN(c2ccccc2)CC1	5%	9%	-6%	2%[15.4 µM]	0.5%	u	5%	-12%
CCOC(=O)c1cc(NC(=O)c2ccccc2)c(=O)oc1C(F)(F)F	-3%	6%	-29%	9%	-0.5%	-3%	-6%	2%
Cc1ccc(N2CCN(C(=O)c3ccccc3)CC2)c(C)c1	8%	-2%[46.1 µM]	-2%	-9%	-1.1%	5%	-3%	-2%
Cn1c(=O)c2c(nc(NN=C3CCCC3)n2C)n(C)c1=O	-5%	-3%	-1%	x	-1.0%	x	-8%	22µM*[quencher]
CC(O)C(O)C(O)C(O)C1NCCS1 (stereo unspecified)	7%	2%[46.1 µM]	-9%	-6%	-0.4%	-7%	-4%	-5%
O=C(/C=C\NCC(=O)c1ccccc1)c1ccc(F)cc1	1%	-18%[46.1 µM]	-29%	3%	-1.1%	20µM*	-4%	-10%

Structures from the list above that contain a halogen, in the order listed:
molecule	aGal spleen mod	NPSR antagonist	GAA glycogen mod	GAA inh	Epigenetic reg	ALDH1A1 block	aGlu spleen mod	Tau fluor counter
COc1cc(/C=C2\SC(=O)N(CCNC(=O)c3sc4cc(F)ccc4c3Cl)C2=O)cc(OC)c1OC	2%	u	-13%	x	18µM*	14%	6%	-8%
CC(C)(C)c1ccc(C(=O)CC(Sc2ccc(Cl)cc2)C(=O)O)cc1 (stereo unspecified)	-2%	u	25%	-3%	u	2.5µM*	8%	1%
Cn1nnnc1SCC(=O)N1c2ccccc2Sc2ccc(Cl)cc21	-1%	-8%[46.1 µM]	-6%	0%	6.5%	-12%	-5%	-25%
COc1cc(C2NC(=S)NC(c3ccccc3)=C2C(C)=O)cc(Br)c1OCC(N)=O (stereo unspecified)	-4%	-24%	-12%	u	-1.4%	14µM*	20%	-6%
COc1ccc(NC(=S)N(CCN2CCOCC2)C2CCN(C(C)=O)CC2)cc1Cl	4%	14%	0%	3%	0.0%	u	4%	-12%
Cc1nc(SCC(=O)Nc2cc(Cl)ccc2[N+](=O)[O-])nc(C)c1C	7%	-10%	-2%	4%	-3.2%	16%	5%	-28%
O=C(CSC(=S)N1CCSCC1)c1ccc(Cl)cc1	-5%	-30%	-3%	-15%	-3.6%	u	x	-17%
CCOC(=O)c1cc(NC(=O)c2ccccc2)c(=O)oc1C(F)(F)F	-3%	6%	-29%	9%	-0.5%	-3%	-6%	2%
O=C(/C=C\NCC(=O)c1ccccc1)c1ccc(F)cc1	1%	-18%[46.1 µM]	-29%	3%	-1.1%	20µM*	-4%	-10%

Shown with each value named: entries from further up
canonical_smiles: CN(C(=O)c1ccc2c(c1)OCO2)C1(C(=O)NC2CCCCC2)CCCCC1
  aGal spleen mod = 4%	NPSR antagonist = 9%[46.1 µM]	GAA glycogen mod = 3%	GAA inh = 2%	Epigenetic reg = -1.1%	ALDH1A1 block = u	aGlu spleen mod = 0%	Tau fluor counter = -4%

canonical_smiles: Cc1nc(SCC(=O)Nc2cc(Cl)ccc2[N+](=O)[O-])nc(C)c1C
  aGal spleen mod = 7%	NPSR antagonist = -10%	GAA glycogen mod = -2%	GAA inh = 4%	Epigenetic reg = -3.2%	ALDH1A1 block = 16%	aGlu spleen mod = 5%	Tau fluor counter = -28%

An excerpt; the hit share may differ from the screen's.
